High-throughput results (PubChem BioAssay)
mHTT CaM bind: disrupts binding of mutant huntingtin to calmodulin; P42858; AlphaScreen His-mHTT/GST-CaM binding, luminescence; inhibition, % at 15 µM; 3.6% of 190,000 active; AID 1671202;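 also: 0% = both proteins with DMSO and 100% = one protein alone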
Pf apPOL block: Pf-apPOL DNA polymerase inhibition; Recombinant Pf-apPOL, molecular beacon fluorescence, 1.5 h; inhibition, % at 10 µM; 0.25% of 210,000 active; AID 1794808
An asterisk follows results filed as active; · = not tested or not shown; & = joins results of further samples. Rule as the data show it: active = inhibition above about 50%; inactive = the rest.

SMILES	mHTT CaM bind	Pf apPOL block
Clc1ccc(C=NCCCN=Cc2ccc(Cl)c(Cl)c2)cc1Cl	·	-3.2
O=C(CSc1nnnn1-c1ccccc1)Nc1ncc(Cc2ccccc2Cl)s1	-12.3	-3.6
NC(=O)C1CCN(c2nc3ccc(-c4ccccc4F)nc3s2)CC1	13.8	-4.5
O=C(c1cccc(F)c1)N1CCCC(c2nc(-c3ccccc3)n[nH]2)C1 (stereo not drawn)	-4.2	-1.9
Cc1cc2nc3s/c(=C4/C(=O)N(CC(=O)O)c5ccccc54)c(=O)n3c2cc1C	17.0	-9.7
Fc1ccc(Nc2ncnc3c2cnn3-c2ccccc2)cc1Cl	10.0	-2.2
CCCC(C)NC(=O)c1cccc([N+](=O)[O-])c1C (stereo not drawn)	-1.6	-2.1
O=C(NC1CC1)c1ccc(-c2cccc(F)c2)nc1	-5.2	-1.6
CCC(=O)N1CCc2sc(S(=O)(=O)Nc3ccc(C)cc3C)cc2C1	10.6	-6.1
COc1ccc(-c2c(C)c3cc(OCc4ccc(F)cc4)ccc3oc2=O)cc1OC	-7.7	-6.0
CCc1ccc(C2=CC(c3ccccc3F)n3nnnc3N2)cc1 (stereo not drawn)	-4.0	-14.6
CCCN1C(=O)c2ccccc2NC1c1ccc(OC)c(COc2ccc([N+](=O)[O-])cc2)c1 (stereo not drawn)	22.0	3.8
O=C(CCC1CCCC1)Nc1ccc([N+](=O)[O-])cn1	9.1	0.7
CCCCCCOc1ccc(/C=C2\N=C(C)OC2=O)cc1OC	12.0	-1.4
Cc1ccccc1Cc1c(C)nc2nc(SCC(=O)NC(C)(C)C)nn2c1C	27.0	-3.0

15 successive records from above, for reference:
SMILES	mHTT CaM bind	Pf apPOL block
Clc1ccc(C=NCCCN=Cc2ccc(Cl)c(Cl)c2)cc1Cl	·	-3.2
O=C(CSc1nnnn1-c1ccccc1)Nc1ncc(Cc2ccccc2Cl)s1	-12.3	-3.6
NC(=O)C1CCN(c2nc3ccc(-c4ccccc4F)nc3s2)CC1	13.8	-4.5
O=C(c1cccc(F)c1)N1CCCC(c2nc(-c3ccccc3)n[nH]2)C1 (stereo not drawn)	-4.2	-1.9
Cc1cc2nc3s/c(=C4/C(=O)N(CC(=O)O)c5ccccc54)c(=O)n3c2cc1C	17.0	-9.7
Fc1ccc(Nc2ncnc3c2cnn3-c2ccccc2)cc1Cl	10.0	-2.2
CCCC(C)NC(=O)c1cccc([N+](=O)[O-])c1C (stereo not drawn)	-1.6	-2.1
O=C(NC1CC1)c1ccc(-c2cccc(F)c2)nc1	-5.2	-1.6
CCC(=O)N1CCc2sc(S(=O)(=O)Nc3ccc(C)cc3C)cc2C1	10.6	-6.1
COc1ccc(-c2c(C)c3cc(OCc4ccc(F)cc4)ccc3oc2=O)cc1OC	-7.7	-6.0
CCc1ccc(C2=CC(c3ccccc3F)n3nnnc3N2)cc1 (stereo not drawn)	-4.0	-14.6
CCCN1C(=O)c2ccccc2NC1c1ccc(OC)c(COc2ccc([N+](=O)[O-])cc2)c1 (stereo not drawn)	22.0	3.8
O=C(CCC1CCCC1)Nc1ccc([N+](=O)[O-])cn1	9.1	0.7
CCCCCCOc1ccc(/C=C2\N=C(C)OC2=O)cc1OC	12.0	-1.4
Cc1ccccc1Cc1c(C)nc2nc(SCC(=O)NC(C)(C)C)nn2c1C	27.0	-3.0

Continued:
SMILES	mHTT CaM bind	Pf apPOL block
O=C(NC1CC1)c1csc(COc2ccc(F)cc2F)n1	-13.1	-2.0
Cc1ccc(C(=O)Nc2ccc([N+](=O)[O-])cc2Cl)c(Cl)c1	-2.5	-6.3
CCC1CCCCN1C(=O)CSc1n[nH]c(C)c1[N+](=O)[O-] (stereo not drawn)	8.0	10.0
O=S(=O)(c1cccnc1)N1CCC(n2c(-c3ccc(F)cc3)nc3cccnc32)C1 (stereo not drawn)	2.5	-2.5
COc1cccc2cc(C(=O)NC3CC(C)(C)NC(C)(C)C3)c(=O)oc12	1.0	0.4
CCCNC(=O)Cn1ccc2sccc2c1=O	-5.2	2.0
Cc1ccccc1OCC(=O)N1CCC(c2nc(C3CC3)n[nH]2)CC1	0.2	-4.1
CCN1C(=O)Cc2cc(C(=O)NCc3ccc4c(c3)OCO4)ccc21	-4.5	1.2
CC(C)(C)c1csc(-c2ccc(Cc3cc(-c4ccc(F)cc4)n[nH]c3=O)cc2)n1	·	-8.4
Cc1scc2nc(C(=O)NC(C)C)nc(N(C)C)c12	17.0	-7.4
COc1cccc(CC(=O)N2CCC3(CC2)NC(=O)c2ccc(F)cc2N3C)c1	3.2	-1.6
CCOc1ccc2nc(NC(=O)/C=C/c3ccc([N+](=O)[O-])cc3)sc2c1	1.0	3.2
CCOc1ccc(CNC(=O)C2CCCN(C(=O)c3ccccc3F)C2)cc1 (stereo not drawn)	29.6	-5.6
c1cc(CNC2CC3CCC2C3)ccn1 (stereo not drawn)	-6.9	2.4
O=C(CCC1CCCC1)N1CCN(S(=O)(=O)c2ccccc2[N+](=O)[O-])CC1	7.0	2.1
Cc1cc(-c2onc(C)c2C(N)=O)no1	·	-12.8
COc1ccc(C(=O)N2CCN(c3cccc(Cl)c3)CC2)cc1	6.3	-0.8
CCOC(=O)C1=C(C)Nc2ncnn2C1c1c(F)cccc1Cl (stereo not drawn)	-1.9	7.4
COc1ccc(C2=NC(C(C)C)NC(c3ccccc3O)C2)cc1 (stereo not drawn)	12.0	2.0
CC(C)(C)N=C1NN=C(c2ccc(Cl)cc2)CS1	·	-5.3
c1cnc(-c2noc(COC3CCCN(Cc4ccsc4)C3)n2)cn1 (stereo not drawn)	-2.8	-2.1
COc1ccc(-c2csc(Nc3ccc(NC(C)=O)cc3)n2)cc1	59.9*	-0.3
Cc1cc(S(=O)(=O)N2CCC3(C2)C(=O)Nc2ccccc23)ccc1F (stereo not drawn)	96.1*	8.4
CCNC(=O)c1sc(-c2ccccc2)nc1C	-4.0	-6.1
O=C(CC(NCCC1=CCCCC1)C(=O)O)Nc1cc(Cl)ccc1O (stereo not drawn)	-4.4	-7.5
CN(C)CCNC(=O)c1ccc(Br)cc1	-5.8	-18.8
CCNC(=O)Nc1cc(C)ccc1N1CCCN(Cc2cc(F)ccc2F)C1=O	-2.6	-3.3
Clc1ccc(CN2CCc3nc(Nc4ccc5c(c4)OCO5)ncc3C2)cc1	36.3	-1.4
CC(=O)Nc1ccc(N2C(=O)CC(N3CCN(Cc4ccccc4)CC3)C2=O)cc1 (stereo not drawn)	-0.8	-5.0
CCCc1[nH]nc2c1C(c1cc(Br)ccc1F)C(C#N)=C(N)O2 (stereo not drawn)	7.0&-0.6	-4.6&-3.4
CNc1oc(-c2ccc(OC)cc2)nc1S(=O)(=O)c1ccccc1	12.0	6.1
c1cn(CCC2CCNCC2)cn1	3.0	·
CCOc1ccc(S(=O)(=O)Nc2ccccc2C(=O)NCC2CCCO2)cc1 (stereo not drawn)	-4.5	-1.2
Cc1cc2nc3s/c(=C\c4ccc(N5CCOCC5)c([N+](=O)[O-])c4)c(=O)n3c2cc1C	-4.0	1.4
COc1ncc(C(=O)N2CCN(c3cccc(C)c3)CC2)cn1	-0.5	-2.2
Cc1cccc(-c2noc(COc3ccc(Br)cc3Cl)n2)c1	-160.0	-14.4
Cc1ccc(S(=O)(=O)C2(C(=O)N3CCN(c4ccccc4Cl)CC3)CC2)cc1	19.0	-6.1
CC(=O)N(C)c1ccc(N=C2C(=O)Nc3cc(Br)c(C)cc32)cc1	5.0	-8.6
CCOc1cc(O)c(-c2n[nH]c(C)c2-c2ccc(F)cc2)cc1CC	46.6	-3.7
O=C(CSCCS(=O)(=O)c1ccc(Cl)cc1)Nc1ccccc1	·	5.0
CC(=O)n1nc(C)c(Sc2ccc(C(F)(F)F)cn2)c1C	·	6.0
OCCN1CCN(C2CCN(Cc3cccc(Oc4ccccc4)c3)CC2)CC1	4.8	-6.9
Cc1ccc(C(=O)Nc2nc(-c3ccc(Br)cc3)cs2)o1	-4.0	-5.2
COC(=O)c1sccc1NC(=O)N1CCCC1c1nc(-c2ccccc2)no1 (stereo not drawn)	0.3	-2.1
NC(=O)c1ccc(N=c2oc3ccccc3cc2-c2nc3ccccc3[nH]2)cc1	17.0	0.2
O=[N+]([O-])c1ccccc1/C=C/CN1CCN(c2cccc(Cl)c2)CC1	59.3*	-2.8
O=S(=O)(Nc1nncs1)c1ccccc1	-6.8	1.8
N#C/C(=C\c1ccc([N+](=O)[O-])c(Cl)c1Cl)c1nc2ccccc2[nH]1	42.0	2.0
COc1ccc(Cl)cc1C1=N/C(=C/c2ccc(F)cc2)C(=O)O1	1.0	2.1
COc1cc(Nc2nc(-c3ccc([N+](=O)[O-])cc3)cs2)c(OC)cc1Cl	-1.4	6.0
O=[N+]([O-])c1ccc(N2CCN(CCO)CC2)cc1	-4.7	-6.0
CC(C)CN1CCC(C(=O)N2CCCC2)CC1	-3.5	87.8*
O=C(NCCC1CCN(S(=O)(=O)c2ccc(F)cc2)CC1)Nc1ccc(F)cc1	26.5	3.3
O=C1NCC2=C1C(c1ccc(O)cc1)Nc1ccccc1N2 (stereo not drawn)	6.0	11.8
Cn1cnnc1SCC(=O)Nc1cccc(C(F)(F)F)c1	-4.0	2.8
Cc1cc(C)cc(NC(=O)C(=O)NCCc2cccs2)c1	-12.4	-9.2
O=C(C1CC(=O)N(c2ccccc2)C1)N1CCSCC1 (stereo not drawn)	-0.1	3.6
CC(C)(C)N=C1Nc2ncccc2NC12CCN(C(=O)COc1cccc(Cl)c1)CC2	16.4	-4.1
Cc1onc(-c2ccccc2Cl)c1C(=O)Nc1ccc(OCC(=O)N2CCOCC2)cc1	4.9	-4.0
COc1ccc(CNC(=O)CN(C)S(=O)(=O)c2ccc(Br)s2)cc1	-4.0	-4.6

Other structures follow:
SMILES	mHTT CaM bind	Pf apPOL block
CCC(O)(CC)C12CC3CC(CC(C3)C1)C2	-2.4	-2.7
CCN1CCC(CCNC(=O)C2CN(C(=O)c3ccncc3)CC23CCCCC3)CC1 (stereo not drawn)	11.7	-5.3
CCc1ccc(CNC(=O)C2CCc3sc(C(=O)N4CCOCC4)cc3C2)cc1 (stereo not drawn)	5.6	-18.9
C=CCn1c(C(=O)N2CCN(C(C)=O)CC2)cc2sc(C)cc21	10.3	2.2
Cn1c(=O)c2c(nc3n(Cc4ccccn4)c(-c4ccc(F)cc4)cn23)n(C)c1=O	-1.0	0.8
COc1ccc(N2CC(c3noc(C4CCCCC4)n3)CC2=O)cc1 (stereo not drawn)	2.5	11.4
C=CCOc1c(I)cc(C=O)cc1OCC	-26.1	-2.1
O=C(NCc1ccco1)c1coc(NC(=O)C2CC2)n1	-12.9	0.7
CCN1C(=O)C(C)(C(=O)Nc2ccc(F)c(F)c2)Oc2cccnc21 (stereo not drawn)	-12.0	-1.5
CNC(=O)C(COCc1ccccc1)NC(=O)OC(C)(C)C (stereo not drawn)	·	-6.3
O=[N+]([O-])c1ccccc1S(=O)(=O)NCc1cccnc1	4.0	-2.1
CCn1nc(N)c2c(C)c(Cl)c(C)nc21	-3.0	·
Cc1ccccc1Nc1cccc2nccnc12	35.2	28.1
O=C(NCc1ccc2c(c1)OCO2)C(=O)Nc1ccc(OC(F)(F)F)cc1	-7.2	-2.6
CC(=O)c1ccc(SC(C)C)c([N+](=O)[O-])c1	·	1.1
COc1cccc(C(=O)Nc2cnc(N3CCCCCC3)nc2)c1	7.2	-0.1
Cc1ccc(-c2nc(C)c3c(n2)N(CC2CCCO2)C(=O)C3)cc1 (stereo not drawn)	2.0	-16.6
O=C(CCn1nnc2ccccc2c1=O)Nc1ccc(Br)cc1F	-5.6	-4.2
NC(=O)CN1CCCCC1c1nc(-c2cnccn2)no1 (stereo not drawn)	-2.1	-5.6
O=C(Nc1nnc(CCSc2ccccc2)o1)c1ccc([N+](=O)[O-])s1	33.2	-215.9
CC1(C)Cc2c(sc3ncn4nc(-c5ccccc5O)nc4c23)C(C)(C)N1	0.3	-7.9
C=C1c2ccccc2O[C@H](C(=O)OCC)[C@@H]1CC(C)(C)c1ccccc1	-16.5	-0.5
O=C(CC(C(=O)N1CCc2ccccc21)n1ccnc1)NCCCN1CCCCC1 (stereo not drawn)	-4.0	-5.3
Cc1cc(NC(=O)CSc2ncnc3c2nnn3Cc2ccc(F)cc2)no1	-5.5	-5.2
O=C(NCCSCc1ccco1)Nc1ccccc1	·	-3.0&-3.6
Cc1ccc(N2C(=O)NC3CC2(C)Oc2ccc(Cl)cc23)cc1F (stereo not drawn)	23.0	4.7
Cc1ccc(CCC(=O)Nc2ccc(C(F)(F)F)cc2)o1	-10.0	-2.6
COc1ccc(-c2c(Sc3ccccc3)c3cc(-c4cc(OC)c(OC)c(OC)c4)ccc3n2C)cc1	-4.1	-0.4
O=C(O)/C=C/C(=O)Nc1cccc(Br)c1	1.0	4.5
Cn1c2ccccc2c2c(C(=O)NCc3ccc(F)cc3Cl)cn(C3CCCC3)c(=O)c21	-6.0	-1.3
Cc1ccc(CN2C(=O)c3ccc([N+](=O)[O-])cc3C2=O)cc1	8.9	-0.6
O=[N+]([O-])c1cccc(S(=O)(=O)Nc2ccc(O)c(Cl)c2)c1	-0.8	2.9
CCOc1ccc(C2CC(c3cccc(C)c3)n3nc(N)nc3N2)cc1 (stereo not drawn)	-1.4	-2.5
CCc1ccccc1N(CC(=O)Nc1ccccc1C(=O)O)S(C)(=O)=O	10.1	-8.3
O=C(Nc1cccc(-c2cc3ccccc3oc2=O)c1)c1ccc(Cl)c([N+](=O)[O-])c1	0.0	-0.5
Cc1ccc(-n2nc3c(c2NC(=O)C24CC5CC(CC(C5)C2)C4)CS(=O)(=O)C3)cc1	0.0	-3.3
COc1ccc(C(=O)N2CCC(CCOc3ccccc3)CC2)c(C)c1	59.8*	-7.0
Cc1cc(C)c2c(N3CCCC3)nc(C(=O)NC(C)C)nc2n1	-8.1	-3.8
COc1ccc(C2CC(c3ccc([N+](=O)[O-])cc3)=NN2C(=O)c2ccccc2)cc1OC (stereo not drawn)	5.0	-4.1
Cc1ccc(C(=O)NC(=O)c2ccccc2O)cc1	·	-3.0&6.9
CCOC(=O)N1CCc2nn(CC(=O)Nc3cccc(F)c3)c(=O)cc2C1	11.2	-0.5
Cc1sc2ccn(Cc3ccc(F)cc3)c(=O)c2c1C(=O)N1CCCC(C)C1 (stereo not drawn)	65.5*	1.3
